Tb PGK inh – blocks T. brucei phosphoglycerate kinase | P07378 | PGK/GAPDH coupled, Kinase-Glo luminescence, 60 min | Potency, µM (top dose mostly 57.5 µM), without a hit: at the top dose activity change, negative = inhibition, actives largely listed as inhibitors | 380,000 compounds, 0.043% hits; further: on the % scale 0 is the no-effect control and ±100 the full control effect; nearly all actives have a fitted effect of over 60% in size
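Luminescent ATP detection (Kinase-Glo Plus) follows a 60-minute room-temperature incubation, with wells lacking PGK as controls. Buffer: 100 mM TEA (pH 7.6), 5 mM MgCl2, 0.01% Tween-20. Coupling enzyme GAPDH (100 nM final) supplies unstable 1,3-BPG in-well.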
GLS inh – blocks human kidney-isoform glutaminase activity | O94925 | GLS enzymatic activity, qHTS titration | Potency, µM (titrated, usually from 45.5 µM), without a hit: at the top dose activity change, negative = inhibition, hits mostly inhibitors | 410,000 compounds, 0.21% hits | AID 624170; further: on the % scale 0 is the no-effect control and ±100 the full control effect
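hKGA in 45 mM KH2PO4 pH 8.2, 0.02% Tween-20 with pin-transferred compounds; 1 mM L-glutamine (stock) plus glutamate oxidase/HRP/Amplex Red coupling added. Fluorescence read initially and after 30 min at RT.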
G9a block – blocks human histone lysine methyltransferase G9a. Q96KQ7. AID 504332. Potency, µM (series often up to 102 µM), inactives show top-dose activity, negative = inhibition, actives largely listed as inhibitors. 350,000 compounds, 8.8% hits. G9a H3K9 monomethylation, AlphaScreen, 2 h; further: on the % scale 0 is the no-effect control and ±100 the full control effect; nearly all actives have a fitted effect of over 75% in size
Target sequence (Q96KQ7 913-1193 limits assumed): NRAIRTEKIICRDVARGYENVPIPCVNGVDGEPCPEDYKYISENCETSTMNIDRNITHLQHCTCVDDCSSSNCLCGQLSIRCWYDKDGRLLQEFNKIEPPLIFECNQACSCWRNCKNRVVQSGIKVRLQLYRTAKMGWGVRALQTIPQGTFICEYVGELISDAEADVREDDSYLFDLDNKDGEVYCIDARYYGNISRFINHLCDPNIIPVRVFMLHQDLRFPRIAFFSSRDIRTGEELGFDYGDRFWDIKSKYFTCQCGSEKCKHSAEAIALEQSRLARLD
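Compounds were preincubated with 20 nM G9a for 15 min, after which biotinylated H3K9 peptide (500 nM) and SAM (20 uM) started a 2 h room-temperature reaction. Monomethylated product was quantified by antibody-based AlphaScreen chemiluminescence.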
Pin1 inhibitor – blocks the human prolyl isomerase Pin1 | Q13526 | Pin1 FP peptide displacement, HiFluor488, 10 min | Potency, µM (series often up to 115 µM), inactives show at the top dose activity, negative = inhibition, actives largely listed as inhibitors | 390,000 compounds, 0.009% hits | AID 504891; active means well fitted inhibition curve with a large enough effect in the polarisation, with a control signal flat, not every such curve was filed as active; inconclusive means small, poorly fitted or top-dose-only effect, or effect the other way, or a change in a side signal; inactive means no such curve, though single readings can be large or run the other way; the % refers to the polarisation; further: on the % scale 0 is the no-effect control and ±100 the full control effect
BAZ2B block – BAZ2B (human) inhibition; AlphaScreen BAZ2B-H3K14Ac peptide displacement; 360,000 compounds, 4.4% hits; Potency, µM (titrated, usually from 114 µM), for inactives: at the top dose activity change, negative = inhibition, hits mostly inhibitors; AID 504333; further: on the % scale 0 is the no-effect control and ±100 the full control effect; nearly all actives have a fitted effect of over 60% in size
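In this displacement format the biotinylated H3(5-23) peptide acetylated at Lys14 serves as ligand at 50 nM, with BAZ2B at 50 nM in PBS pH 7.4 containing 0.01% Tween-20. Donor and acceptor beads are 10 ug/mL final.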
JMJD2A Tudor inh – JMJD2A Tudor domain (human) inhibition; O75164; AlphaScreen JMJD2A-Tudor / H3K4me3 peptide binding; Potency, µM (doses to about 114 µM), for the others: at the top dose activity change, negative = inhibition, usual class: inhibitors; 390,000 compounds, 4.4% hits; further: on the % scale 0 is the no-effect control and ±100 the full control effect; nearly all actives have a fitted effect of over 50% in size
BLM helicase inh – inhibitors of human Bloom syndrome helicase BLM. P54132. recombinant BLM DNA unwinding, fluorescence dequenching. Potency, µM (top dose mostly 56.1 µM), for the others: at the top dose activity change, negative = inhibition, hits mostly inhibitors. 350,000 compounds, 0.2% hits. AID 2528;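 further: plate controls were vehicle for no effect and no enzyme for full effect; nearly all actives have a fitted effect of over 35% in size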
Pol iota inh – blocks human DNA polymerase iota activity. Q9UNA4. 390,000 compounds, 1% hits. Pol iota fluorescent replication assay, 10 min. AID 588590. Potency, µM (doses to about 115 µM), for inactives: at the top dose activity, negative = inhibition, most hits filed as inhibitors
Target sequence (Q9UNA4 whole entry, looked up): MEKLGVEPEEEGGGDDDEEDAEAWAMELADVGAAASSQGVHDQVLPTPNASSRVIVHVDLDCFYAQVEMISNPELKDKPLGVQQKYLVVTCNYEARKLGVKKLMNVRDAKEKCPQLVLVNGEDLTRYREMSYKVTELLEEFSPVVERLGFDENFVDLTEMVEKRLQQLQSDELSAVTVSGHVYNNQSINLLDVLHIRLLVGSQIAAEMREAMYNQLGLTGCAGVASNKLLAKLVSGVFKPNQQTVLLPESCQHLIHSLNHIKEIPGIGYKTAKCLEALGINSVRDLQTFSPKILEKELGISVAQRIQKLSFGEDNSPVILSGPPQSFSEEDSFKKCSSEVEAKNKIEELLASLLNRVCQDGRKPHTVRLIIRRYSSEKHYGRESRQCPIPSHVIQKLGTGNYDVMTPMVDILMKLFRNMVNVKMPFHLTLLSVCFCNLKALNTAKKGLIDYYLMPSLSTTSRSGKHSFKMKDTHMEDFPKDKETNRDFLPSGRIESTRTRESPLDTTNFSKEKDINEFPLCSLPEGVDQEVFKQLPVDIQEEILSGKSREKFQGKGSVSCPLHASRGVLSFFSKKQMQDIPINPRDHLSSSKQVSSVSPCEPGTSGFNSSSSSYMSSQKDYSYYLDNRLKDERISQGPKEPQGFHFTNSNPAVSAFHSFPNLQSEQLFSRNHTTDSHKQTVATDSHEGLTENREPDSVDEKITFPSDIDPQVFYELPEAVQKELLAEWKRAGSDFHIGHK
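Fluorescent replication assay read twice, at 0 min and 10 min after adding 50 nM (final) substrate. Enzyme (10 nM) and compounds were first incubated 15 min at room temperature; enzyme-free buffer wells were negative controls.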
HP1b binding inh – blocks HP1-beta chromodomain binding to methylated histone tails. P83916. AlphaScreen HP1-beta / biotin-H3K9me3 peptide binding. Potency, µM (series often up to 114 µM), inactives show at the top dose activity change, negative = inhibition, usual class: inhibitors. 390,000 compounds, 0.56% hits. AID 540317; further: nearly all actives have a fitted effect of over 70% in size; inactives centre near 23
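AlphaScreen: HP1-beta (50 nM) preformed 30 min with biotin-H3(1-18)K9me3 peptide (50 nM) in PBS pH 7.4, 0.01% Tween-20. Compound added for 30 min at RT, then streptavidin donor/nickel chelate acceptor beads (10 ug/mL) for 30 min.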
* = called active by the depositor; i = inactive; ? = inconclusive; / = not tested or not shown; [ ] = another dose, or the depositor's remark. Unless noted, the call rests on the fitted dose curve; in most records, active means well fitted curve in the direction sought with a large enough effect; inconclusive means small, poorly fitted or top-dose-only effect, or another doubt; inactive means no such curve, though single readings can be large; an effect the other way counts as inactive or inconclusive. Potency means the concentration at half of the fitted maximal effect. Not all compounds are listed. The share of hits here may be higher or lower than overall.

smiles	Pol iota inh	BAZ2B block	Tb PGK inh	BLM helicase inh	G9a block	HP1b binding inh	Pin1 inhibitor	JMJD2A Tudor inh	GLS inh
CC(=O)Nc1ccc(S(=O)(=O)N(C#N)c2nc(C)cc(C)n2)cc1	-5%	-2%	7%	1%	/	60%[activator]	-5%	-1%	-5%
O=C(c1ccoc1)N1CCCC(N2CCN(c3cccc(C(F)(F)F)c3)CC2)C1 (stereo unspecified)	15%	-23%	1%	-2%	18%	11%	4%	-17%	13%
CN(C(=O)COC(=O)c1ccccc1SCC(=O)N1CCCC1)c1ccccc1	3%	1%	-9%	0%	56%[activator]	21%	-3%	-11%	-2%
COc1ccccc1C(=O)COC(=O)Cn1nc(C)c([N+](=O)[O-])c1C	32%[activator]	-6%	-5%	/	?	25%	0%	-11%	9%
CC(OC(=O)C1=COCCO1)C(=O)NC1CCCCC1C (stereo unspecified)	21%	-1%	-7%	/	22%[12.7 µM]	48%[activator]	4%	-3%	-3%
CN(C)c1ccc(NC(=O)Nc2csc3ccccc23)cc1	36%	35µM*	i	5%	8.9µM*	-8%	-2%	?	17%
COc1ccc(C(=O)NCCS(=O)(=O)N(C)C2CCCCC2)cc1	24%	11%	i	/	-31%	16%	4%	-11%	2%
Cc1cc(C(=O)CSc2nc(N)cc(N)n2)c(C)n1-c1cccc(C(F)(F)F)c1	6%	?	i	-13%	?	16%	7%	-32%	0%
CC(C)(C)c1nnc(N/N=C/c2ccccc2)n(N)c1=O	28%	5%	-1%	0%	-3%[59 µM]	21%	-11%	-24%	-5%
CCOc1cc(C(=O)Nc2ccc3nc(Nc4cccc(Cl)c4)cc(C)c3c2)cc(OCC)c1OCC	25%	2%	-5%	-10%	1%[59 µM]	22%	19%	-18%	3%
NC(=O)C1CCN(S(=O)(=O)c2cccc(C(=O)O)c2)CC1	-17%	-1%	-3%	0%	?	31%	6%	8%	-8%
COCCCNC(=S)Nc1c(C)cc(C)cc1C	73%[activator]	0%	i	-1%	13%[59 µM]	10%	-9%	-10%	0%

The list goes on:
smiles	Pol iota inh	BAZ2B block	Tb PGK inh	BLM helicase inh	G9a block	HP1b binding inh	Pin1 inhibitor	JMJD2A Tudor inh	GLS inh
O=C(NC(=S)Nc1cccc(O)c1)c1cncc(Br)c1	57%[activator]	/	0%	/	/	-5%	0%	-10%	0%
Cc1ccc(C)n1-c1ccc(C(=O)NN=C2CCCC2)cc1	80%[activator]	-32%	i	-1%	16%	22%	3%	-22%	1%
O=C1C2C3C=CC(C4CC34)C2C(=O)N1/N=C/c1ccc(-c2ccc(Cl)cc2[N+](=O)[O-])o1 (stereo unspecified)	3%	?	-9%	-16%	35µM*	?	-6%	?	2%
O=C(NCCc1c[nH]c2ccccc12)C(=O)NCC(c1ccco1)N1CCN(c2ccccc2)CC1 (stereo unspecified)	26%	4%	5%	2%	21%[59 µM]	19%	7%	-13%	14%
CC(=O)c1ccc(NC(=O)CSc2nnc3ccc(-c4ccc(Br)cc4)nn23)cc1	12%	2%	-5%	-5%	11%[59 µM]	-4%	1%	-4%	-8%
CC(C)N1C(=O)C(=O)N(CC(=O)N(C)c2ccccc2)C1=O	22%	7%	i	/	7%[2.33 µM]	23%	4%	-9%	-3%
Cc1nc2ccccn2c1C(=O)Nc1ccc(Cl)cc1	36%[activator]	-8%	-10%	-1%	19%	-19%	-7%	-19%	2%
CCCn1nnnc1NCc1ccccc1OCc1ccc(F)cc1	?	-3%	/	-1%	-12%[59 µM]	35%	2%	5%	-4%
COc1ccc(C(=O)OCn2nnc3ccccc3c2=O)cc1[N+](=O)[O-]	59%[activator]	-5%	6%	1%	-15%	11%	-4%	-5%[11.4 µM]	0%
COc1ccc(C(=O)Nc2ccc(-n3nncc3C(C)(C)C)cc2)cc1	4%	-21%	-4%	-6%	-6%	-6%	4%	-29%	-8%
O=C(/C=C/c1ccccc1)OCC(=O)N1CCN(c2ccccc2)CC1	27%	4%	-4%	/	-38%	5%	0%	-14%	7%
O=C(CCn1cnc2onc(-c3ccc(F)cc3)c2c1=O)N1CCN(c2ccccc2F)CC1	-21%	4%[57.1 µM]	i	-6%	-22%[59 µM]	5%	-14%	-17%	0%

Copied from the list.
O=C1C2C3C=CC(C4CC34)C2C(=O)N1/N=C/c1ccc(-c2ccc(Cl)cc2[N+](=O)[O-])o1 (stereo unspecified) in BLM helicase inh has -16%
Cc1ccc(C)n1-c1ccc(C(=O)NN=C2CCCC2)cc1 in BAZ2B block has -32%

Additional structures:
smiles	Pol iota inh	BAZ2B block	Tb PGK inh	BLM helicase inh	G9a block	HP1b binding inh	Pin1 inhibitor	JMJD2A Tudor inh	GLS inh
O=C(COC(=O)CCCN=C1NS(=O)(=O)c2ccccc21)NC(=O)NC1CCCC1	92%[activator]	-9%	4%	-1%	13%[59 µM]	21%	?	4%	7%
COc1ccc(-c2nn(-c3ccccc3)cc2C(=O)O)cc1	8%	41%[activator]	i	0%	?	16%	-4%	-19%	-9%
COc1ccccc1NC(=O)CN(c1ccc(C(C)C)cc1)S(=O)(=O)c1c(C)noc1C	0%	/	4%	-11%	9%[59 µM]	36%	15%	-10%	-6%
CCOc1ccccc1NS(=O)(=O)c1ccc2c(c1)CC(C)N2C(=O)C1CCC1 (stereo unspecified)	21%	1%	8%	-8%	-10%[59 µM]	6%	8%	-23%	26%
Cc1ccc(NC(=O)c2oc3ccccc3c2C)nc1	49%[activator]	-12%	-8%	0%	/	42%[activator]	-5%	3%	1%
CC(C)(C)NC(=S)NC1CC1	-11%	-3%	-9%	-1%	13%	37%	-1%	-7%	1%
O=C(Nc1cc(-c2ccccc2)cs1)c1ccco1	18%	-19%	2%	/	?	-1%	-3%	-17%	18%
O=C(NC1(c2ccccc2)CC1)C1CCC(=O)N(Cc2ccc(Cl)cc2)C1 (stereo unspecified)	25%	-5%	-9%	2%	21%	33%[activator]	-2%	-5%	-16%
O=S(=O)(c1ccc(NCCCO)nc1)N1CCOCC1	43%[activator]	?	6%	/	1%	29%	-12%	-5%	22%
Cc1ccc(NC(=O)C(c2ccccc2)N2CCN(CC(=O)NC3CC3)CC2)cc1Cl (stereo unspecified)	4%	2%	-1%	/	17%[2.33 µM]	20%	6%	-16%	3%
CCOCc1cnc(C)nc1NCC(=O)c1c(C)[nH]c2cc(C)ccc12	14%	-7%	i	2%	?	48%[activator]	-6%	-5%	0%
CCOC(=O)/C(C#N)=C1/SC(CC)C(=O)N1c1ccc(C)cc1 (stereo unspecified)	8%	0%	3%	-13%	14%[59 µM]	56%	-2%	-5%	18%

Later entries
smiles	Pol iota inh	BAZ2B block	Tb PGK inh	BLM helicase inh	G9a block	HP1b binding inh	Pin1 inhibitor	JMJD2A Tudor inh	GLS inh
CCOc1ccc(/C=N/N2C(C)CCCC2C)cc1 (stereo unspecified)	-8%	8%	i	-1%	-3%[2.33 µM]	40%[activator]	1%	-16%	25%
CC(C)CCNC(=O)CN1C(=O)NC(c2ccccc2)(c2ccccc2)C1=O	-8%	-1%	i	-6%	-2%	2%	-1%	-5%	-11%
COc1ccc(NC(=O)CN(C)CC(=O)N2CC(=O)Nc3ccccc32)cc1	25%	/	i	/	/	16%	1%	-19%	4%
O=C(Cn1sc2ccccc2c1=O)NC12CC3CC(CC(C3)C1)C2	?	11µM*	-2%	0%	?	?	-3%	2.8µM*	?
C[C@H](NC(=O)[C@H]1N2C(=O)c3ccccc3C2SC1(C)C)C(=O)N1CCN(C)CC1 (stereo partly specified)	-20%	-14%	i	3%	-8%	44%[activator]	0%	1%	-9%
Cc1ccc(-n2ncc3c(NCCc4ccccc4)ncnc32)cc1Cl	?	32%	-6%	-9%	24%[59 µM]	26%	4%	22%	-2%
CCOc1ccc(N(CC(=O)NCc2ccccc2)S(=O)(=O)c2c(C)noc2C)cc1	14%	8%	5%	-7%	-6%	44%[activator]	6%	-12%	0%
O=C(Nc1ccccn1)NC1CCCCC1	3%	-29%	-6%	-2%	5%[59 µM]	24%	-2%	19%[11.4 µM]	-5%
Cc1ccc(NC(=O)c2cc(S(=O)(=O)N(C)C)ccc2N2CCCC2)cc1S(=O)(=O)N(C)C	3%	5%	2%	/	?	14%	10%	-10%	11%
CC1(C)Oc2ccc3ccc(=O)oc3c2C(N2CCCCC2)C1O (stereo unspecified)	0%	-23%	0%	-3%	?	44%[activator]	?	-23%	0%
COc1ccc(NC(=O)[C@H](C)NC(=O)C2CCN(S(=O)(=O)c3ccc(OC)cc3)CC2)cc1	3%	-4%	-4%	-4%	-10%[0.501 µM]	21%	3%	-6%	6%
O=C(Nc1ccc(Br)cc1)c1cccc(S(=O)(=O)N2CCc3ccccc32)c1	-13%	2%	-4%	-8%	9%[59 µM]	15%	9%	4%	-3%

Other compounds.
smiles	Pol iota inh	BAZ2B block	Tb PGK inh	BLM helicase inh	G9a block	HP1b binding inh	Pin1 inhibitor	JMJD2A Tudor inh	GLS inh
CCN(Cc1ccncc1)C(=O)c1ccc(C)o1	33%	-11%	-3%	-3%	/	45%[activator]	-14%	-12%	7%
CCc1ccccc1NC(=S)N1CCN(c2ccccc2F)CC1	114%[activator]	-9%	-9%	-5%	/	26%	-2%	-3%	-11%
N#C/C(C(=O)N1CCCCC1)=C1/N=C(N)c2ccccc21	207%[activator]	-25%	-8%	-1%	11%[59 µM]	9%	2%	-15%	45%
CC(=O)C1=C(O)C(=O)N(c2cccnc2)C1c1ccc(Cl)cc1 (stereo unspecified)	-8%	-7%	i	-6%	-42%	51%[activator]	0%	-16%	-3%
O=C(NNC(=S)NCc1ccccc1)c1ccc2c(c1)OCO2	2%	-2%	-4%	5%	5%[59 µM]	44%	-5%	-20%	13%
O=C(NCCOc1ccccc1)c1ccccc1	4%	0%	2%	0%	-13%	42%[activator]	4%	1%	3%
COc1ccc(-c2nc3c(c(SCC(=O)Nc4cc(C)cc(C)c4)n2)Cc2c(CO)cnc(C)c2O3)cc1	?	-34%	-5%	0%	-14%[59 µM]	8%	-12%	-14%	8%
CC(=O)c1cccc(NC(=O)CSc2nc(N3CCCCC3)nc(N3CCCCC3)n2)c1	-4%	?	-2%	-6%	17%[12.7 µM]	40%[activator]	?	-17%	-10%
